Screening results deposited in PubChem by National Center for Advancing Translational Sciences (NCATS).
HepG2 tox: HepG2 cytotoxicity, counter-screen for TGF-b inhibitors; HepG2 CAGA-GFP viability, ATP luminescence, 18 h; Potency, µM (doses to about 46.1 µM), for the others: at the highest dose activity change, negative = cytotoxicity, usual class: cytotoxic; 0.76% of 410,000 active; AID 588856; note: potency is the fitted concentration of half-maximal effect; some results filed as inactive show a strong effect at the top dose
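CellTiter-Glo luminescence gave cytotoxicity after 18 hours at 37 degrees C. The cells were HepG2 CAGA-GFP in 1% FBS DMEM, stimulated with 500 pg/mL TGF-beta after compound addition. %Activity was normalised to no-cell wells (complete cell-killing) and DMSO (no toxicity), and curves were fitted and classified.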
Nrf2 inh: blocks Nrf2 signaling; 2.1% of 360,000 active; A549 ARE-Fluc reporter, luciferase luminescence, 18-24 h; Potency, µM (series often up to 46 µM), inactives show at the top dose activity change, negative = inhibition, actives largely listed as inhibitors; note: potency is the fitted concentration of half-maximal effect; % is set by controls: 0 for no effect and ±100 for the full control effect; nearly all actives have a fitted effect of over 60% in size
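Two sequential reads on A549 ARE_Fluc cells exposed to compound for 18-24 h: a CellTiter-Fluor fluorescence read for viability, then a luciferase luminescence read for Nrf2/ARE activity.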
CCT modulator: modulators of cytosolic chaperonin (CCT/TRiC) activity. purified chaperonin ATPase assay, HTRF ADP detection, 30 min. activity change, % (concentration not given with the values), hits read low. 0.3% of 360,000 active; in the data active = activity change below about -30%; note: % is set by controls: 0 for no effect and ±100 for the full control effect
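TRiC (40 or 20 nM final, by batch activity) in 30 mM Tris pH 7.4, 100 mM KCl, 5 mM MgCl2, 1 mM DTT was treated with compound at 76 uM single dose, then 10 uM ATP, 30 min at 37 °C. ADP was read by HTRF Transcreener.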
Abeta yeast res: restores growth of yeast expressing A-beta42 peptide. yeast expressing A-beta42, growth rescue, OD600, 48 h; response scale: 0% DMSO, 100% iron-clioquinol control. Potency, µM (highest dose often 46.1 µM), for inactives: top-dose growth rescue, hits mostly activators. 0.063% of 410,000 active. AID 1347071; note: potency is the fitted concentration of half-maximal effect; nearly all actives have a fitted effect of over 55% in size
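Yeast growth medium received pinned compounds, then yeast cells expressing toxic A-beta were added; plates incubated at 30 C for 48 hr. Growth read as absorbance at 600 nm, normalized to DMSO and equimolar FeCl3 plus clioquinol controls.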
Akt phos inh: Akt phosphorylation inhibition | Neuro2A IGF-stimulated pAkt S473 HTRF, 20 min; stronger effect = lower value | activity change, % for hits at 50 µM | 0.32% of 360,000 active | AID 651550; in the data active = activity change below about -80%; inconclusive = mostly about -51% to -80%; note: % is set by controls: 0 for no effect and ±100 for the full control effect
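Neuro2A cells in DMEM with 0.5% FBS, overnight at 37 deg C, given compound at single 50 µM final, then IGF (6 nM final) for 20 min at 37 deg C. Lysed; phospho-Akt Ser473 by HTRF after 24 h, 665/615 ratio.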
A549 tox: A549 cytotoxicity, counter-screen for Nrf2 inhibitors; 0.16% of 390,000 active; A549 ARE-Fluc cells, CellTiter-Fluor viability, 18-24 h; Potency, µM (top dose mostly 46 µM), without a hit: top-dose activity change, negative = cytotoxicity, usual class: inhibitors; note: potency is the fitted concentration of half-maximal effect; % is set by controls: 0 for no effect and ±100 for the full control effect
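A549 ARE-Fluc cells in 5% FBS OPTI-MEM, 5000 cells/well, rested 2 h then exposed to compounds in concentration-response for 18-24 h at 37 °C. Viability by CellTiter-Fluor fluorescence (Ex 405/Em 525) after 30 min; luciferase luminescence (BugLite, 15 min, RT) read afterwards.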
MmCpn inh: blocks the Methanococcus maripaludis chaperonin Mm-Cpn; Potency, µM (doses to about 76.9 µM), inactives show at the highest dose activity, negative = inhibition, usual class: inhibitors; purified Mm-Cpn ATPase, ADP Transcreener TR-FRET; 0.031% of 330,000 active; AID 504842; note: potency is the fitted concentration of half-maximal effect; % is set by controls: 0 for no effect and ±100 for the full control effect; nearly all actives have a fitted effect of over 80% in size
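ATPase turnover read by TR-FRET ADP competition (Eu cryptate antibody/ADP-d2, 665/590 nm): 10uM ATP final, 25nM Mm-CPN final, 30 min 37degC after 10-min compound preincubation, pH 7.4 Tris/KCl/MgCl2/DTT buffer.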
TGFb SMAD3 inh: blocks TGF-b signaling; HepG2 CAGA-GFP TGF-b/SMAD3 reporter, GFP fluorescence, 18 h; TGF-beta stimulated, 500 pg/mL final; Potency, µM (series often up to 46.1 µM), without a hit: top-dose activity, negative = inhibition, usual class: inhibitors; 1.2% of 410,000 active; AID 588855; note: potency is the fitted concentration of half-maximal effect; % is set by controls: 0 for no effect and ±100 for the full control effect; nearly all actives have a fitted effect of over 65% in size
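Per well, imaged GFP fluorescence of HEPG2 CAGA-GFP cells gives the signal; cells get compound, then TGF-beta (500 pg/mL final), 18 h at 37 degrees C; %Activity versus -TGF-beta and +DMSO controls.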
Nrf2 ARE act: Nrf2 pathway activation; 0.31% of 410,000 active; Potency, µM (series often up to 46.1 µM), for inactives: top-dose activation, most hits filed as activators; AREc32 ARE-luciferase reporter (MCF7-derived line), luminescence, 24 h; AID 624171; note: potency is the fitted concentration of half-maximal effect; % of control where 0% means no effect; nearly all actives have a fitted effect of over 65% in size
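Steps: seed AREc32_Fluc cells (1000/well, 5% FBS OPTI-MEM); incubate overnight at 37 deg C; add 23 nL compound; incubate 24 hr; add Steady-Glo; hold 30 min RT; read luminescence.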
The depositor's hits bear a star. Unless noted, calls come from the whole dose curve; as a rule, active = well fitted curve in the direction sought with a large enough effect; inconclusive = small, poorly fitted or top-dose-only effect, or another doubt; inactive = no such curve, though single readings can be large; an effect the other way counts as inactive or inconclusive.

The first 2 records, ahead of the listing:
Screening CNS(=O)(=O)c1cccc(C(=O)OCC(=O)Nc2nc(OC)cc(OC)n2)c1 returned HepG2 tox -7%, Nrf2 inh 4%, CCT modulator -3.1, Abeta yeast res 8%, Akt phos inh inactive, A549 tox 1%, MmCpn inh 1%, TGFb SMAD3 inh -5% and Nrf2 ARE act 2.4%.
For CCOc1ccc(C(C(=O)NC2CCCCC2)N(C(=O)c2csnn2)C2CC2)cc1 (stereo not given) the results were HepG2 tox -4%, Nrf2 inh -2%, CCT modulator -3.3, Abeta yeast res -19%, Akt phos inh inactive, A549 tox -2%, MmCpn inh -2%, TGFb SMAD3 inh -14% and Nrf2 ARE act -0.1%.

Results (from the top)
Screening CNS(=O)(=O)c1cccc(C(=O)OCC(=O)Nc2nc(OC)cc(OC)n2)c1 returned HepG2 tox -7%, Nrf2 inh 4%, CCT modulator -3.1, Abeta yeast res 8%, Akt phos inh inactive, A549 tox 1%, MmCpn inh 1%, TGFb SMAD3 inh -5% and Nrf2 ARE act 2.4%.
For CCOc1ccc(C(C(=O)NC2CCCCC2)N(C(=O)c2csnn2)C2CC2)cc1 (stereo not given) the results were HepG2 tox -4%, Nrf2 inh -2%, CCT modulator -3.3, Abeta yeast res -19%, Akt phos inh inactive, A549 tox -2%, MmCpn inh -2%, TGFb SMAD3 inh -14% and Nrf2 ARE act -0.1%.
For COc1ccc(C(=O)Nc2nnc(SCC(=O)NC3CCCC3)s2)c(OC)c1 the results were HepG2 tox 19%, Nrf2 inh inconclusive, CCT modulator 0.5, Abeta yeast res 5%, Akt phos inh inactive, A549 tox -3%, MmCpn inh 2%, TGFb SMAD3 inh 14% and Nrf2 ARE act -0.7%.
`COc1cc(CN2CC(=O)N(c3ccc(C)c(Cl)c3)C2=S)cc(OC)c1OC` gave HepG2 tox -11%, Nrf2 inh -6%, CCT modulator 2.1, Abeta yeast res 11%, Akt phos inh inactive, A549 tox -2%, MmCpn inh 0%, TGFb SMAD3 inh -8% and Nrf2 ARE act 5.9%.
`CCOC(=O)[C@@H]1[C@H]2COc3ccc(Br)cc3[C@H]2N2C(=O)N(c3ccc(F)cc3)C(=O)[C@]12C` gave HepG2 tox -31%, Nrf2 inh -7%, CCT modulator 0.0, Abeta yeast res -8%, Akt phos inh inactive, A549 tox -8%, MmCpn inh 0%, TGFb SMAD3 inh -15% and Nrf2 ARE act -0.2%.
Cc1cc(C)c(S(=O)(=O)N2CCCOC2CNC(=O)C(=O)NCc2cccnc2)c(C)c1 (stereo not given) was read as HepG2 tox 3%, Nrf2 inh 7%, CCT modulator -4.0, Abeta yeast res -5%, Akt phos inh inactive, A549 tox 10%, MmCpn inh 1%, TGFb SMAD3 inh 13% and Nrf2 ARE act 0.5%.
For Cc1cc2nc(C)n(CCCNC(=O)Nc3ccc(C#N)cc3)c2cc1C the results were HepG2 tox -30%, Nrf2 inh -20%, CCT modulator -0.5, Abeta yeast res 4%, Akt phos inh inactive, A549 tox -1%, MmCpn inh 1%, TGFb SMAD3 inh -11% and Nrf2 ARE act 0.4%.
Cc1cccc(CCNC(=O)c2ccc(CSCc3cccc(Cl)c3)o2)c1 was read as HepG2 tox -29%, Abeta yeast res 10%, A549 tox 1%, TGFb SMAD3 inh inconclusive and Nrf2 ARE act 3.3%.
Screening O=C(C1CCCCC1)N1CCN(c2ccnc3cc(Cl)ccc23)CC1 returned HepG2 tox -160%, Nrf2 inh 21µM*, CCT modulator 0.5, Abeta yeast res -5%, Akt phos inh inactive, A549 tox -4%, MmCpn inh 2%, TGFb SMAD3 inh -24% and Nrf2 ARE act 2.8%.
For CSc1ncnc2c1cnn2-c1ccc(C)cc1C the results were HepG2 tox -24%, Nrf2 inh inconclusive, CCT modulator -3.4, Abeta yeast res -6%, Akt phos inh inactive, A549 tox 4%, MmCpn inh -1%, TGFb SMAD3 inh inconclusive and Nrf2 ARE act 4.7%.
Cn1c(=O)c2c(nc(CN3CCc4ccccc4C3)n2Cc2ccccc2)n(C)c1=O was read as HepG2 tox -17%, Nrf2 inh inconclusive, CCT modulator -0.7, Abeta yeast res 4%, Akt phos inh inactive, A549 tox -15%, MmCpn inh 0%, TGFb SMAD3 inh inconclusive and Nrf2 ARE act 4.4%.
`C=CCNc1oc(-c2cccc(F)c2)nc1C#N` gave HepG2 tox -73%, Nrf2 inh -3%, Abeta yeast res -14%, A549 tox 5%, MmCpn inh 0%, TGFb SMAD3 inh inconclusive and Nrf2 ARE act 9.6%.
Screening CCOc1ccccc1NC(=S)NC(=O)c1ccco1 returned HepG2 tox -13%, Nrf2 inh 11%, CCT modulator 0.3, Abeta yeast res inconclusive, Akt phos inh inactive, A549 tox 2%, MmCpn inh 1%, TGFb SMAD3 inh -26% and Nrf2 ARE act inconclusive.
Screening Cc1c(Cl)cccc1NC(=O)N1CCOc2ccccc21 returned HepG2 tox 0%, Nrf2 inh 17%, Abeta yeast res 0%, A549 tox 12%, TGFb SMAD3 inh -1% and Nrf2 ARE act -1.1%.
`NS(=O)(=O)c1ccc(CCN=C(NS(=O)(=O)c2cccs2)c2ccccc2)cc1` gave HepG2 tox -17%, Nrf2 inh 1%, CCT modulator -1.4, Abeta yeast res 1%, Akt phos inh inactive, A549 tox 1%, MmCpn inh 0%, TGFb SMAD3 inh -4% and Nrf2 ARE act -0.8%.
CSCCC(=O)N1CCC(n2nccc2NC(=O)CCCc2ccccc2)CC1 was read as HepG2 tox 1%, Nrf2 inh -19%, CCT modulator 2.2, Abeta yeast res 6%, A549 tox -13%, MmCpn inh -2%, TGFb SMAD3 inh -15% and Nrf2 ARE act 0.1%.
Screening C/C(=N\NC(=O)c1ccc(Cl)c(Cl)c1)c1ccc(Br)s1 returned HepG2 tox -17%, Nrf2 inh 7.3µM*, CCT modulator -3.7, Abeta yeast res -2%, Akt phos inh inactive, A549 tox -11%, MmCpn inh -3%, TGFb SMAD3 inh -5% and Nrf2 ARE act 0.3%.
Screening O=C(NCc1cccc(Cl)c1)C1Cc2c(-c3cccc(F)c3)ccnc2O1 (stereo not given) returned HepG2 tox -23%, CCT modulator -1.5, Abeta yeast res -1%, Akt phos inh inactive, TGFb SMAD3 inh -2% and Nrf2 ARE act 4.0%.
CC1CC(C)CN(C(=O)C(NS(=O)(=O)c2ccc(Br)s2)c2ccccc2)C1 (stereo not given) was read as HepG2 tox -7%, Nrf2 inh -27%, CCT modulator -1.1, Abeta yeast res 6%, Akt phos inh inactive, A549 tox -3%, MmCpn inh 0%, TGFb SMAD3 inh inconclusive and Nrf2 ARE act 6.3%.
`CCCCCSc1nnc2c(n1)OC(c1ccc(C)s1)N(C(C)=O)c1ccccc1-2` (stereo not given) gave HepG2 tox -65%, Nrf2 inh inconclusive, Abeta yeast res 2%, A549 tox inconclusive, TGFb SMAD3 inh inconclusive and Nrf2 ARE act -2.3%.
`CCN(CC)CCCNc1nc2ccccc2c2[nH]c3ccc(OC)cc3c12` gave HepG2 tox -112%, Nrf2 inh inconclusive, CCT modulator 1.4, Abeta yeast res 1%, Akt phos inh inactive, A549 tox inconclusive, TGFb SMAD3 inh inconclusive and Nrf2 ARE act -1.3%.
Screening Cc1nc(N[C@@H](Cc2c[nH]c3ccccc23)C(=O)O)c2oc3ccccc3c2n1 returned HepG2 tox -11%, Nrf2 inh 2%, CCT modulator 2.7, Abeta yeast res -4%, Akt phos inh inactive, A549 tox 5%, MmCpn inh -1%, TGFb SMAD3 inh 16% and Nrf2 ARE act 4.8%.
For COc1ccc(OC)c(NC(=O)CCc2c(C)nc3c(c(C)nn3C(C)(C)C)c2C)c1 the results were HepG2 tox 7%, Nrf2 inh inconclusive, Abeta yeast res -2%, A549 tox -2%, TGFb SMAD3 inh -3% and Nrf2 ARE act -0.1%.
For O=C(Nc1ccccc1)Nc1cccc(C(F)(F)F)c1 the results were HepG2 tox -26%, Nrf2 inh 3%, CCT modulator -0.4, Abeta yeast res -11%, Akt phos inh inactive, A549 tox -9%, MmCpn inh 0%, TGFb SMAD3 inh -34% and Nrf2 ARE act -0.1%.
Screening CCOC(=O)N1CCN(C(=O)c2c(O)c3cccc4c3n(c2=O)CC4)CC1 returned HepG2 tox 1%, Nrf2 inh 4%, CCT modulator -5.7, Abeta yeast res -8%, Akt phos inh inactive, A549 tox -1%, MmCpn inh 2%, TGFb SMAD3 inh 1% and Nrf2 ARE act -0.3%.
Screening COc1ccccc1CNC(=O)C(=O)NCC(c1ccco1)S(=O)(=O)c1cccs1 (stereo not given) returned HepG2 tox -7%, Abeta yeast res -3%, A549 tox 0%, TGFb SMAD3 inh inconclusive and Nrf2 ARE act 6.4%.
Screening O=C(Cn1c(=O)n(-c2ccccc2Cl)c(=O)c2sc3ccccc3c21)N1CCCC1 returned HepG2 tox 9%, Nrf2 inh 3%, Abeta yeast res -5%, A549 tox -13%, TGFb SMAD3 inh 7% and Nrf2 ARE act -0.1%.
CC(=O)c1ccc(N2CCN(S(=O)(=O)c3c(C)[nH]c(C)c3C(=O)N3CCCC3)CC2)cc1 was read as HepG2 tox 1%, Nrf2 inh -10%, CCT modulator -11, Abeta yeast res 9%, Akt phos inh inactive, A549 tox 1%, MmCpn inh 2%, TGFb SMAD3 inh 3% and Nrf2 ARE act 0.3%.
Screening COCCCNC(=O)Cn1ccc(N)nc1=O returned HepG2 tox -13%, Nrf2 inh 2%, CCT modulator 1.6, Abeta yeast res -16%, Akt phos inh inactive, A549 tox -2%, MmCpn inh 3%, TGFb SMAD3 inh inconclusive and Nrf2 ARE act -1.1%.
